Compound activity deposited in PubChem BioAssay by National Center for Advancing Translational Sciences (NCATS).
AmpC no deterg = qHTS Inhibitors of AmpC Beta-Lactamase (assay without detergent); P00811; AmpC nitrocefin hydrolysis, absorbance 480 nm, 0.0001% Triton; Potency, µM (titrated, usually from 57.1 µM), for the others: top-dose activity change, negative = inhibition, hits mostly inhibitors; actives 0.52% (n = 330,000); AID 485341, 2010;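 also: potency is read from the fitted curve at half-maximal effect; plate controls were no compound for no effect and no enzyme for full effect; nearly all actives have a fitted effect of over 20% in size; some results filed as inactive show a strong effect at the top dose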
Target sequence (P00811 whole entry, looked up): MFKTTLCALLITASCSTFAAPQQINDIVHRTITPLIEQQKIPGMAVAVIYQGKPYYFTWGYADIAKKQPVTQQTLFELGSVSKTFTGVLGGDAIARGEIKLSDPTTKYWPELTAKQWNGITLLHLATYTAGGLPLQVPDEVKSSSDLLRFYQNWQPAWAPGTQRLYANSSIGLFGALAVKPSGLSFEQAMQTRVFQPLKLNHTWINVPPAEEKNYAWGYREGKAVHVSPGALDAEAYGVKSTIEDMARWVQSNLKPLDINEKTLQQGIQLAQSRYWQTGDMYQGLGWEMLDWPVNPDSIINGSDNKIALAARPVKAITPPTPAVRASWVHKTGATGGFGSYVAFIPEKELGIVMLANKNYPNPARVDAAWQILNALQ
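20 mM phosphate pH 7.0 + 0.01% (detergent screen) or 0.0001% Triton X-100; 5.3 nM AmpC reagent; cpd preinc 15 min RT; nitrocefin (800 uM stock) to start; A480 q20 s × 4 min; Activity was normalised to no-enzyme and no-compound control wells.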
HCMV antiviral = qHTS Assay for inhibitors of the human cytomegalovirus (HCMV); activity change, negative = inhibition, % at 57.5 µM; HFF cells, HCMV-luciferase reporter, 72 h; stronger effect = lower value; AID 1259415, 2018; actives 4.5% (n = 410,000); in the data active = activity change below about -60%; inconclusive = no clear call, values can overlap the other calls; inactive = above about -39%
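Inhibition of viral replication was scored as loss of reporter luminescence in HFFs infected with HCMV-luciferase (MOI 1 PFU/cell) for 72 h; compounds tested at 2 doses, normalized to buffer and Salinomycin controls.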
AMA1-RON2 inh = qHTS for Inhibitors of AMA1-RON; Towards Development of Antimalarial Drug Lead: Primary Screen. Plasmodium falciparum AMA1 (3D7) - RON2 peptide interaction. AlphaScreen AMA1-biotinylated RON2 peptide binding. Potency, µM (titrated, usually from 58.2 µM), for inactives: at the highest dose activity change, negative = inhibition, most hits filed as inhibitors. actives 0.2% (n = 360,000). AID 720542, 2013;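 also: potency is read from the fitted curve at half-maximal effect; 0% = vehicle wells and -100% = peptide control; nearly all actives have a fitted effect of over 45% in size; some results filed as inactive show a strong effect at the top dose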
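AMA1 (3D7) with his tag at 25 nM final met compounds first, then biotinylated RON2 peptide at 25 nM; detection used donor plus acceptor beads, 10 µg/mL apiece, read by AlphaScreen after 30 min at room temperature.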
AmpC inh detg = qHTS Inhibitors of AmpC Beta-Lactamase (assay with detergent) | AID 485294, 2010 | actives 0.041% (n = 370,000) | P00811 | Potency, µM (series often up to 114 µM), inactives show at the highest dose activity change, negative = inhibition, actives largely listed as inhibitors | AmpC hydrolysis of nitrocefin, absorbance 480 nm, 0.01% Triton;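 also: potency is read from the fitted curve at half-maximal effect; 0% = no-compound wells and -100% = no-enzyme wells; nearly all actives have a fitted effect of over 25% in size; some results filed as inactive show a strong effect at the top dose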
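AmpC (5.3 nM in the dispensed reagent) in 20 mM phosphate pH 7.0 with 0.01% (detergent screen) or 0.0001% Triton X-100 was preincubated with compounds for 15 min at room temperature. Nitrocefin was then added from an 800 uM solution, and hydrolysis was followed at 480 nm.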
Sm TGR inh = qHTS Assay for the Inhibitors of Schistosoma Mansoni Peroxiredoxins; Potency, µM (doses to about 114 µM), inactives show at the highest dose activity change, negative = inhibition, most hits filed as inhibitors; purified TGR, DTNB reduction, TNB absorbance 405 nm; actives 3% (n = 360,000); also: potency is read from the fitted curve at half-maximal effect; nearly all actives have a fitted effect of over 60% in size
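First, TGR (20 nM dispensed) and NADPH were mixed with compound. Second, a 15 min room-temperature incubation followed. Third, further NADPH and then DTNB were added to start the reaction. Finally, TNB absorbance was monitored kinetically.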
FBPA Giardia inh = qHTS Assay for Inhibitors of Fructose-1,6-bisphosphate Aldolase from Giardia Lamblia | A8B2U2 | purified Giardia FBPA | Potency, µM (series often up to 59.6 µM), inactives show at the top dose activity, negative = inhibition, hits mostly inhibitors | actives 0.71% (n = 290,000) | AID 2451, 2010; also: potency is read from the fitted curve at half-maximal effect; nearly all actives have a fitted effect of over 55% in size
Target sequence (A8B2U2 whole entry, looked up): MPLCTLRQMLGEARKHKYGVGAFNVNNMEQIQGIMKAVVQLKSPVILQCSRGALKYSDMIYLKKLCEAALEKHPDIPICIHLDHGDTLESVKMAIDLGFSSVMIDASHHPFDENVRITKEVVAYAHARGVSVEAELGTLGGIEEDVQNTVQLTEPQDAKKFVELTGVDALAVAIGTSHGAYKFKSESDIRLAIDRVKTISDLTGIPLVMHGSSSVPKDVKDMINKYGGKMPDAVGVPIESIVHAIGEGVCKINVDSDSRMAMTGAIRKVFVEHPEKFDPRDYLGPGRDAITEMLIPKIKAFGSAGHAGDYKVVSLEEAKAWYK
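40 nM FBPA preincubated 10 min at RT with compound (up to 57.5 uM final), then substrate plus GAPDH/TPI/NAD/arsenate coupling and diaphorase/resazurin added. Fluorescence read after 20 min at RT, 525/598 nm.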
* = called active by the depositor; u = inconclusive; x = no result given; & = joins results of further samples; [ ] = dose if it differs, or a comment. Unless noted, calls follow the shape of the dose curve; as a rule, active = well fitted curve in the direction sought with a large enough effect; inconclusive = small, poorly fitted or top-dose-only effect, or another doubt; inactive = no such curve, though single readings can be large; an effect the other way counts as inactive or inconclusive. Unless noted, % is scaled to controls: 0 for no effect and ±100 for the full control effect.

A first look, four compounds:
Below each compound – AmpC no deterg	HCMV antiviral	AMA1-RON2 inh	AmpC inh detg	Sm TGR inh	FBPA Giardia inh
COc1ccc(CCN(C)C(=O)c2ccc(S(=O)(=O)NCc3ccco3)cc2)cc1OC
→ 10%	-7	12%[11.6 µM]	5%	-29%	-1%
COc1ccc(-c2nnc3cccc(Cl)n23)c(OC)c1
→ -11%	-20	-2%	-7%	-10%	7%
CCOC(=O)C(=CNc1cccc(C)n1)C(=O)OCC
→ 0%	-7	10%	0%	6%	2%
COc1ccc(Cc2nnc(NC(=O)c3cccs3)s2)cc1
→ -22%	65	-1%	u	-8%	4%

Results, previewed entries included:
Below each compound – AmpC no deterg	HCMV antiviral	AMA1-RON2 inh	AmpC inh detg	Sm TGR inh	FBPA Giardia inh
COc1ccc(CCN(C)C(=O)c2ccc(S(=O)(=O)NCc3ccco3)cc2)cc1OC
→ 10%	-7	12%[11.6 µM]	5%	-29%	-1%
COc1ccc(-c2nnc3cccc(Cl)n23)c(OC)c1
→ -11%	-20	-2%	-7%	-10%	7%
CCOC(=O)C(=CNc1cccc(C)n1)C(=O)OCC
→ 0%	-7	10%	0%	6%	2%
COc1ccc(Cc2nnc(NC(=O)c3cccs3)s2)cc1
→ -22%	65	-1%	u	-8%	4%
CC(C)(C)C(=O)Nc1ccc(C(=O)N/N=C/c2ccccc2OC(=O)c2ccc(Cl)cc2)cc1
→ 0%	-23	22%	-21%	-7%	-12%
O=C(c1ccccc1NS(=O)(=O)c1ccc(F)cc1)N1CCCC1
→ -4%	-11	1%	-9%	-7%	-12%
Clc1ccccc1CN1CCN(c2cccc3[nH]ccc23)CC1
→ -22%	x	-21%	-4%	-1%	-3%
O=C1c2cccc3cccc(c23)C(=O)N1c1ccccc1Cl
→ -15%	-24	-4%	-17%	3%	4%
O=C(c1ccccc1)N1CCN(S(=O)(=O)c2ccccc2)CC1
→ -10%	1	1%	-2%	7%	2%
COc1c(/C=N/NS(=O)(=O)c2ccc(C)cc2)c(CCN(C)C(C)=O)cc2c1OCO2
→ 8%	19	-3%	-1%	70%[activator]	-2%
O=C(O)c1cc(S(=O)(=O)N2CCCCC2)ccc1Cl
→ -6%	0	-13%	4%	2%	-3%
Cc1cccc(NC(=O)Cn2nc(C(F)(F)F)cc2C2CC2)c1
→ -9%	9	-1%	6%	1%	0%
CCOc1ccc(C(O)c2nccn2Cc2ccccc2)cc1 (centres undefined)
→ 5%	-20	9%	-7%	11%	-1%
Cc1nnc(N2CCC(C(=O)NCCc3ccccc3)CC2)c2nn(-c3ccccc3)c(C)c12
→ x	0	x	-7%	-9%	x
COc1cccc(CNC(=O)c2oc3ccc4c(c3c2C)C(=O)CC(C)(C)O4)c1OC
→ x	-6	x	17%	8%	x
COc1cccc(OCC(O)CN2CCN(C)CC2)c1 (centres undefined)
→ -10%	33	-24%	u	15%	-17%
COc1ccc(NC(=O)CN(C)S(=O)(=O)c2cnc[nH]2)cc1
→ -11%	-23&-6	-3%	4%&-1%	-7%&-7%	x
CCCCn1c(N)c(C(=O)NCCN2CCOCC2)c2nc3ccccc3nc21
→ 195%[activator]	4	10%	-11%	-16%	u
O=c1ccccn1CCOc1ccccc1Cl
→ -8%	104	-5%[11.6 µM]	-2%	-7%	1%
CC(=O)c1ccc(N2CCN(C(=O)C3CCCN3S(=O)(=O)c3cccc4nsnc34)CC2)cc1 (centres undefined)
→ -14%	17	-3%	0%	-2%	x
S=c1[nH]nc(-c2ccccn2)n1/N=C/c1ccc(-c2ccccc2Cl)o1
→ -29%	69	-7%	-4%	0%	4%
O=[N+]([O-])c1cccc(/C=N/n2cnnc2)c1O
→ -16%	13	9%	-12%	-11%	-18%
COc1nc(-c2ccccc2)ncc1S(=O)(=O)c1ccccc1
→ -8%	14	15%	4%	x	1%
CCN(CCCNC(=O)CSc1cc(=O)n(C)c2cc(Cl)ccc12)Cc1ccccc1
→ 27%	-21	13%	0%	5%	1%
Cc1ccc(CC(=O)Nc2nncs2)cc1
→ -16%	38	5%	u	1%	4%
CC1CSc2nc3sc4c(c3c(=O)n21)CCCC4 (centres undefined)
→ 4%	-2	-11%	-5%	0%	0%
CC(C)(C)Cc1nnc(NC(=O)c2cc(-c3ccccc3)nc3ccccc23)s1
→ -24%	-4	-8%	6%	6%	0%
COc1ccc(/C(C)=N/NC(=O)c2nc(C)cc(C)n2)cc1
→ -6%	41	61%[activator]	-11%	-33%	-1%
Cc1ccc(C(=O)N2CCN(CCNC(=O)C(=O)Nc3ccc(Cl)cc3)CC2)cc1
→ 25%	6	-6%	1%	-25%	4%
CCOC(=O)c1cc(C#N)c(NCc2ccccc2)nc1C
→ -19%	33	4%	u	-9%	-1%
CC(C)=CCN1CCN(CCCn2cccn2)CC1CCO (centres undefined)
→ 0%	-3	19%	-6%	-4%	4%
CCc1ccc(OCC(=O)O/N=C(\N)c2cccnc2)cc1
→ 3%	20	-2%	-1%	1%	4%
Cc1ccccc1NC(=O)Cc1nc(-c2c[nH]c(C(=O)N3CCCC3)c2)cs1
→ 13%	14	21%	-20%	-21%	x
CCCCOc1ccc(C(=O)NCC(=O)NNC(=O)c2ccco2)cc1
→ 3%	16	45%[activator]	x	x	x
COc1cccc(OCCSc2nc3ccccc3n2CC(=O)N2CCOCC2)c1
→ x	6	x	-14%	0%	x
COc1cccc(N/C(SCc2cccc([N+](=O)[O-])c2)=C(/C#N)C(N)=O)c1
→ -25%	-2	-8%	-8%	-4%	u
O=C(Nc1ccccc1)c1ccc(NCc2ccco2)c(S(=O)(=O)N2CCOCC2)c1
→ u	-3	5%	-1%	32µM*	-6%
CN1CCN(NS(=O)(=O)c2ccc(Cl)s2)CC1
→ -18%	-8	1%	-10%	-15%	-11%
O=C(O)CCC(NC(=O)OCc1ccccc1)C(=O)O (centres undefined)
→ -15%	15	-9%	-13%	16%	-1%
c1ccc(C(c2ccccc2)c2ccn[nH]2)cc1
→ -16%	u	-7%	-3%	16%	17%
COCCN1C(=O)c2ccccc2C(C(=O)Nc2ccc3c(c2)OCCO3)C1c1ccc(F)cc1 (centres undefined)
→ 32%	-25	u	u	-16%	-2%
COc1ccc([N+](=O)[O-])cc1NC(C)C
→ -4%	38	1%	-14%	-1%	-8%
Cc1nc2scc(C)n2c(=O)c1S(=O)(=O)NCc1ccccc1
→ -25%	12	0%	-1%	6%	4%
CN1CC2(Cc3c1ccc1ccccc31)C(=O)OC(C)(C)OC2=O
→ -11%	58	-14%	2%	5%	-22%
O=C(CSc1ccc2ccccc2c1)NCCc1ccc(O)c(O)c1
→ -34%	-30	-16%	u	11µM*	-29%
O=C(NCc1ccc2c(c1)OCO2)C(=O)NCC1OCCCN1S(=O)(=O)c1cc(F)ccc1F (centres undefined)
→ -7%	14	21%	1%	-5%	x
CCc1ccccc1Nc1nc(N)nc(COC(=O)c2cccn2C)n1
→ -3%	-65*	-8%	u	1%	-2%
CCN1CCN(/C=N/c2nc(C)cs2)CC1
→ -12%	66	0%	u	-14%	-1%
Cc1cc(C)cc(NC(=O)c2sc3nc(C)cc(C)c3c2N)c1
→ 91%[activator]	49	13%	-8%	6%	4%
COc1ccc(OC)c(C(=O)C2COC(=O)C2)c1 (centres undefined)
→ -10%	-25	8%	u	1%	5%
NC(=O)c1cc(S(=O)(=O)NCCCc2ccco2)cs1
→ -20%	0	-9%	-9%	-34%	4%
COc1ccc(NC(=O)CSC2=NC(=O)CC(C)=N2)cc1
→ -2%	-13	0%	-13%	7%	4%
COc1ccccc1CN1CCNC(=O)C1CC(=O)N(C)Cc1nc(C)cs1 (centres undefined)
→ 7%	22	6%	u	u	-24%
CSc1ccc(/C=C/c2nc3ccccc3n2S(=O)(=O)c2ccc(Br)cc2)cc1
→ x	u	x	-4%	11%	x
C=CCn1c(SCC(=O)N(CC)C2CCS(=O)(=O)C2)nc2ccccc2c1=O (centres undefined)
→ 1%	-13	9%	11%	-4%	-2%
O=C(Nc1ccc(Br)cc1C(=O)c1ccccc1Cl)c1ccccc1F
→ x	-30	x	10%	1%	x
CCOC(=O)CCCNC(=O)COC(=O)c1cc2ccccc2cc1O
→ 1%	53	-1%	-10%	u	-7%
Cc1nc2ccccc2n1/C(=N\S(=O)(=O)c1ccccc1)c1ccccc1
→ -11%	16	7%	2%	8%	-3%
COc1ccc(NC(=O)CN2CCc3ccccc3C2)c([N+](=O)[O-])c1
→ -5%	1	u	-12%	-13%	-10%
Cc1nc2ccc(NS(=O)(=O)c3ccc(C)c(C)c3)cc2s1
→ -39%	-88*	0%	u	1%	-16%

Next records follow:
Below each compound – AmpC no deterg	HCMV antiviral	AMA1-RON2 inh	AmpC inh detg	Sm TGR inh	FBPA Giardia inh
Cc1nn(C)cc1CN(C)C(=O)CC12CC3CC(CC(C3)C1)C2
→ 54%	42	7%	2%	-3%	4%
O=C(CN1C(=O)COc2ccccc21)NNC(=O)Nc1ccccc1F
→ -5%	-6	12%	0%	6%	18%
CCOC(=O)C1CCN(C(=O)CCCn2nc(CC)n3c(cc4occc43)c2=O)CC1
→ 52%	-9	-9%	2%	-14%	-2%
Cc1ccc(-c2cc(-c3ccccc3)nc(N(C)N)n2)cc1
→ 37%	-11	47%[activator]	u	1%	0%
O=C(CSc1nc2c(c(=O)[nH]1)CCC2)Nc1cccc(O)c1
→ x	-12	x	9%	-14%	x
Cc1cc(C)cc(NC(=O)Cn2cnc3c(nnn3Cc3ccc(F)cc3)c2=O)c1
→ -1%	27	-3%	5%	4%	0%
COC(=O)CN1C(=S)N(c2ccccc2)C(=O)C1CC(=O)Nc1ccc(Cl)cc1 (centres undefined)
→ -11%	-5	-24%	1%	-1%	-8%
CS(=O)(=O)N(CC(=O)O)c1cc(Cl)cc(Cl)c1
→ -8%	-9	5%	0%	-8%	15%
O=C(O)CC(CC(=O)Nc1ccc(-c2ccccc2)cc1)c1ccccc1 (centres undefined)
→ -44%	23	-3%	-6%	-9%	16%
